# Vif-A3G inh = blocks the Vif interaction with human APOBEC3G | actives 0.076% (n = 410,000) | Potency, µM (highest dose often 46.1 µM), for inactives: top-dose activity, negative = active, hits mostly inhibitors | HeLa A3G-eYFP + Vif (tagged APOBEC3G with the HIV-1 protein that degrades it), YFP fluorescence, overnight | Q9HC16;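 also: potency is read from the fitted curve at half-maximal effect; % is scaled to controls: 0 for no effect and ±100 for the full control effect; nearly all actives have a fitted effect of over 60% in size; hits raise eYFP signal because A3G escapes Vif-driven loss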
# Target sequence (Q9HC16 whole entry, looked up): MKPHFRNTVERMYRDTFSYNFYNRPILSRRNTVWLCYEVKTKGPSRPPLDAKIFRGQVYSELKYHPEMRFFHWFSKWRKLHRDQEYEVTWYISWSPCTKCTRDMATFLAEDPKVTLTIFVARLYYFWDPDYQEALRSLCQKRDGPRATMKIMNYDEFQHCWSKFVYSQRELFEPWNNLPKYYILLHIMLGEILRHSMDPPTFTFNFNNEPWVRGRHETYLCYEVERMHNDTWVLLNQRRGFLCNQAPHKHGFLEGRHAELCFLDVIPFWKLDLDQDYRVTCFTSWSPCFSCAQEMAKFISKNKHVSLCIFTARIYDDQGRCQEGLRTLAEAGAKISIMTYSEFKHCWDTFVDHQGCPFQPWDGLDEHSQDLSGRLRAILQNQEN
#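 HeLa cells stably expressing Vif and C-terminally eYFP-tagged A3G, seeded overnight at 37 deg C, then exposed to compound by pintool overnight at 37 deg C. Rise in yellow fluorescence (Ex 488/Em 500-530, Acumen) marks blocked Vif-driven A3G degradation.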
# RGS4 inh = blocks human RGS4-accelerated GTP hydrolysis | P49798 | Transcreener GDP fluorescence polarization, RGS4-accelerated GTP hydrolysis | Potency, µM (highest dose often 114 µM), inactives show at the highest dose activity change, negative = inhibition, most hits filed as inhibitors | actives 0.039% (n = 390,000) | AID 504845; also: potency is read from the fitted curve at half-maximal effect; % is scaled to controls: 0 for no effect and ±100 for the full control effect; nearly all actives have a fitted effect of over 75% in size; some results filed as inactive show a strong effect at the top dose
#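 MLSMR compounds (23 nl, pin-transferred) preincubated 10 min at room temperature with a 500nM (2x) first reagent, then RGS4 at 900nM (2x) plus Transcreener GDP mix added; fluorescence polarization (620/688 nm) read before and after 90 min at 30 °C.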
# LDHA block = LDHA (human) enzyme inhibition | P00338 | activity change, % (values are at about 110 or 230 µM) | purified LDHA, NADH/diaphorase-resazurin fluorescence; stronger effect = lower value | actives 0.15% (n = 480,000); in the data active = activity change below about -30%; inconclusive = mostly about -25% to -30%;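 also: plate controls were DMSO wells for no effect and wells without enzyme for full effect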
#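 Resorufin fluorescence (ex540/em590), read at 0 and 20 min after diaphorase/resazurin addition, reports the NADH left after a 5 min room-temperature reaction of 2 nM human LDH5 with 0.06 mM NADH and 0.2 mM pyruvate.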
# ALOX12 inh = inhibitors of human 12S-lipoxygenase ALOX12; actives 1.1% (n = 580,000); Potency, µM (series often up to 108 µM), inactives show at the highest dose activity change, negative = inhibition, hits mostly inhibitors; P18054; purified 12hLO, xylenol orange hydroperoxide absorbance; AID 1671190; also: potency is read from the fitted curve at half-maximal effect; % is scaled to controls: 0 for no effect and ±100 for the full control effect
# Target sequence (P18054 whole entry, looked up): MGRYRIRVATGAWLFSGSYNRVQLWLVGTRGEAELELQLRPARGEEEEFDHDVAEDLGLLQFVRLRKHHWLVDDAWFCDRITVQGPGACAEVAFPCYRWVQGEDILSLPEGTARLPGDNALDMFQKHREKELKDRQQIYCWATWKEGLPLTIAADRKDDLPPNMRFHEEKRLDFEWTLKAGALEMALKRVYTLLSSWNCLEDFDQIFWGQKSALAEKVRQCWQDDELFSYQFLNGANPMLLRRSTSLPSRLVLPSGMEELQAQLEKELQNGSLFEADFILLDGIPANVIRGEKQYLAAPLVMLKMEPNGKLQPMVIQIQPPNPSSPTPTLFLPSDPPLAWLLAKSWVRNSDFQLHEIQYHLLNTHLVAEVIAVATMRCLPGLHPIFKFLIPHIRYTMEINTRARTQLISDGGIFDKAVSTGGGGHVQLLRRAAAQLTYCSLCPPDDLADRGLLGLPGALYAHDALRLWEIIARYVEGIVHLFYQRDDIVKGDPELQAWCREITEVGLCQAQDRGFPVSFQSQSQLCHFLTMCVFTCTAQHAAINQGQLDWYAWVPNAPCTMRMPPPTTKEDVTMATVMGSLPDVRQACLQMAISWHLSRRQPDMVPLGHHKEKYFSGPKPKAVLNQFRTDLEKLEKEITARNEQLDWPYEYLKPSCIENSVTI
#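 Purified human 12hLO (150 nM final) in 25 mM Hepes, 0.01% Triton X-100, pH 7.0 was preincubated 15 min at room temperature with compound. Then 40 uM arachidonic acid was added, 30 min. Hydroperoxide was read by Fe-XO absorbance ratio 573/405 nm.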
# ERG-DNA inh = blocks human ERG Ets domain binding to DNA | P11308 | fluorescence polarization, His-ERG Ets domain / labelled DNA | Potency, µM (highest dose often 76.9 µM), inactives show at the highest dose FP activity, negative = inhibition, actives largely listed as inhibitors | actives 0.028% (n = 370,000) | AID 624246; active = well fitted inhibition curve with a large enough effect in the polarisation, with a control signal flat; inconclusive = small, poorly fitted or top-dose-only effect, or effect the other way, or a change in a side signal; inactive = no such curve, though single readings can be large or run the other way; the % refers to the polarisation;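 also: polarization taken with two DNA probes labelled with fluorescein and Texas red; potency is read from the fitted curve at half-maximal effect; % of control where 0% means no effect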
#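 His-tagged ERG Ets domain (1 uM in the protein solution; 300mM KCl, 50mM Tris-HCl, 1mM EDTA, 1mM DTT, pH 7.5) received compound, then a probe mix of 5 nM fluorescein-DNA and 100nM Texas-615-DNA. Fluorescence polarization was read for both dyes.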
# GRP78 ERSR act = ER stress response induction in glioma; U87-MG GRP78 promoter luciferase reporter, 16 h; Potency, µM, for inactives: at the top dose activation, hits mostly activators; actives 0.02% (n = 420,000); AID 602332; also: potency is read from the fitted curve at half-maximal effect; series mostly up to about 76 µM; % of control where 0% means no effect; nearly all actives have a fitted effect of over 35% in size
#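 Stably transfected U87-MG glioma cells carrying a GRP78-based luciferase sensor; 16 h compound incubation. Luminescence end-point read 10 min after Bright-Glo addition at room temperature.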
# D2 antag = antagonists of human D2 dopamine receptor. P14416. HEK293 TREx D2 cells, calcium flux, dopamine EC80. inhibition, % at 10 µM. actives 2% (n = 340,000). AID 485344; in the data active = inhibition above about 30%; also: 0% is about no effect
#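 Calcium mobilization kinetics were recorded at 1 s intervals in tetracycline-induced HEK293 T-REx D2 cells, first for 180 s after compound addition and then 180 s after EC80 dopamine.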
# Vif-APOBEC3F blk = Vif-A3F binding inhibition | HeLa A3F-eYFP + Vif (tagged APOBEC3F with the HIV-1 protein that degrades it), YFP fluorescence increase | Potency, µM (highest dose often 46.1 µM), inactives show top-dose activity, negative = active | actives 0.2% (n = 390,000); also: potency is read from the fitted curve at half-maximal effect; % of control where 0% means no effect; nearly all actives have a fitted effect of over 65% in size
#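 HeLa cells stably expressing Vif plus C-terminally eYFP-tagged A3F were seeded, incubated overnight at 37 deg C, dosed with compound, incubated overnight again at 37 deg C. Yellow fluorescence (Ex 488/Em 500-530) reported blocked Vif-mediated A3F-eYFP degradation.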
# D2 agonist = D2 dopamine receptor (human) agonism | P14416 | HEK293 T-REx D2 cells, calcium flux agonist mode | activation, % at 2 µM | actives 0.53% (n = 340,000);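 active = activation over 3 SD above normal in the single-dose calcium agonist read, cut at about 30% in these data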; also: 0% is about no effect
#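 Calcium-flux readout, 1 cycle/sec over 180 s following compound pin transfer, in inducible HEK293 Trex D2 cells (force-coupled); dopamine controls included. Positive calcium responses during this window marked compounds as potential agonists.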
# * marks the source's active call; other numbers are inactive results; u = inconclusive; x = no result given; & = joins results of further samples; [ ] = remark or other dose. Unless noted, calls follow the shape of the dose curve; as a rule, active = well fitted curve in the direction sought with a large enough effect; inconclusive = small, poorly fitted or top-dose-only effect, or another doubt; inactive = no such curve, though single readings can be large; an effect the other way counts as inactive or inconclusive.
SMILES,Vif-A3G inh,RGS4 inh,LDHA block,ALOX12 inh,ERG-DNA inh,GRP78 ERSR act,D2 antag,Vif-APOBEC3F blk,D2 agonist
CC(C)Cn1c(/C=C/c2ccccc2)nc2ccccc21,-5%,-26%,0,-24%,-2%,3%,6,2%,-0.6
Cc1ccc(NC(=O)CN(C)S(=O)(=O)c2cccs2)c(Br)c1,-5%,-5%,1,-13%,10%,5%,-4,2%,9.2
COC(=O)CSc1nc2ccccc2o1,0%,0%,-11,-19%,x,1%,20,-3%,0.7
Cc1onc(-c2ccccc2)c1CNC(=O)C1COc2ccccc2O1 (stereo not drawn),-4%,11%,-5,-8%,0%,-4%,10,-20%,0.0
COc1cc(-c2nc3oc4ccccc4c(=O)c3c(=O)n2Cc2ccco2)cc(OC)c1OC,-5%,-1%[11.4 µM],-6,u,1%,-1%,24,-2%,0.5
Cc1c(P(=S)(c2ccccc2)c2ccccc2)[n+]2ccccc2n1C/C=C/c1ccccc1,3%,x,-3&4,u,x,-10%,x,x,x
Cc1sc2nc(SCC(=O)N(C)c3ccccc3)n(C)c(=O)c2c1C,0%,-8%,-4,0%,19%,-3%,-1,-20%,-0.4
O=C(CCSc1ccccc1)Nc1ccccc1C(=O)N1CCCC1,4%,17%,-7,28%,4%,-3%,7,-6%,-0.1
Cc1noc(C)c1C(=O)Nc1ccc(Cl)cc1C(F)(F)F,-1%,-15%,-4,16%,-1%,-3%,26,-2%,-0.1
C=CCSc1n[nH]c2nc3c(c(=O)n12)C1(CCCC1)Cc1ccccc1-3,0%,u,-7,0%,-2%,-1%,4,-3%,-0.3
COc1ccc2c(CC(=O)N[C@@H](Cc3ccccc3)C(=O)O)cc(=O)oc2c1C,-1%,-18%,2,u,3%,-1%,11,1%,-2.4
Cc1ccc2nc(N3C(=O)C(O)=C(C(=O)c4ccco4)C3c3ccc(C)o3)sc2c1 (stereo not drawn),3%,u,18,u,32%[activator],0%,31*,-3%,-1.2
COc1cc2c(C#CCCO)c(-c3ccc(C#N)cc3)oc(=O)c2cc1OC,4%,-22%,0,-2%,5%,-4%,26,-2%,-0.5
CC1CCc2c(sc(NC(=O)C3=COCCO3)c2C(N)=O)C1 (stereo not drawn),-3%,-2%,-2,-4%,5%,1%,-3,7%,-0.1
Cc1ccc(S(=O)(=O)Nc2nc(C)cc(-n3nc(C)cc3C)n2)cc1,-5%,-11%,1,-24%,-10%,-1%,-5,3%,0.4
Cc1cc(C)c(C(=O)CC2(O)C(=O)Nc3ccccc32)cc1C (stereo not drawn),0%,24%,-1,13%,12%,-3%,-6,x,-0.2
O=C(NNc1cccc([N+](=O)[O-])c1)/C(=C\c1cccnc1)NC(=O)c1ccccc1,-4%,-9%,0,0%,5%,0%,-2,1%,0.4
COc1ccc2nc(C)cc(NCc3ccc(F)cc3)c2c1,u,0%,-5,-19%,34%[activator],-6%,x,u,x
C[C@@H]1CCCCO[C@H](CN(C)C(=O)c2ccncc2)[C@H](C)CN([C@@H](C)CO)C(=O)c2cc(NC(=O)c3ccccc3)ccc2O1,-7%,x,-1,21%,x,-4%,x,-4%,x
Cc1cccc(CSCCNC(=O)CCSc2ccccc2)c1,1%,14%,-5,-15%,-1%,4%,7,-21%,-2.1
CCN1CCN(C(=O)c2cc3c(-c4ccc(Cl)cc4)nn(C)c3s2)CC1,8%,3%,2,-11%,1%,-3%,-8,1%,0.6
Cn1cccc1/C=C1\SC(=S)N(Nc2ccccc2)C1=O,-17%,-5%,-7,u,3%,3%,13,-6%,0.6
COc1cc2cc(C(c3nnnn3C(C)(C)C)N3CCC(C)CC3)c(=O)[nH]c2cc1OC (stereo not drawn),0%,-10%,0,4%,-1%,-3%,x,-3%,x
O=S1(=O)CCN(Cc2csc(-c3cccs3)n2)CC1,-4%,-8%,-6,201%[activator],1%,-9%,3,-4%,0.5
COC(=O)C(Cc1ccc(OC(=O)c2ccccc2C)cc1)N1Cc2ccccc2C1=O (stereo not drawn),-5%,-15%,1,0%,-1%,-1%,2,-9%,0.4
OC(c1ccc2ccccc2n1)c1c(Cl)cccc1Cl (stereo not drawn),-5%,24%,2,0%,2%,-4%,x,-29%,x
CN(CC(=O)N1CCc2ccccc21)S(=O)(=O)c1cccs1,-5%,19%,-5,0%,-12%,1%,22,3%,-0.9
COc1cc2c3nnc(-c4ccc(F)cc4)c-3cn(Cc3ccc(F)cc3)c2cc1OC,u,-20%,-14,-98%,1%,-10%,-33,u,1.0
CCc1cccc(C)c1NC(=O)c1cc(C)nc2c1c(C)nn2-c1cccc(Cl)c1C,0%,8%,-1,-1%,-13%,-2%,x,3%,0.0
CCC(C)NS(=O)(=O)c1cccs1 (stereo not drawn),-9%,-2%,-6,-28%,-7%,-4%,-12,-2%,1.0
CCOc1ccc(N2C(N)=NC(N)=NC2(C)C)cc1,-1%,-10%[11.4 µM],-6,0%,-5%,-5%,-7,-1%,-0.2
Cc1cc(C)nc(SCC(=O)N(C)CC(=O)Nc2c(Cl)cccc2Cl)n1,0%,-20%,-4,11%,10%,2%,0,0%,-0.1
O=C(CSc1nc2[nH]c(=O)cc(O)c2s1)Nc1nccs1,1%,-34%,5,18%,x,-2%,-8,3%,0.2
C/C(=N/NC(=O)CNC(=O)Cc1ccc(Cl)cc1)c1ccco1,1%,14%,-3,0%,7%,-2%,-3,-4%,0.3
O=C(COc1ccc(Br)cc1)Nc1nnc(C2CC2)s1,-1%,4%,-5,67%[activator],5%,12%,0,-2%,1.3
CCn1c(SCC(=O)Nc2nncs2)nnc1-c1ccco1,5%,0%,-7,-2%,-8%,-2%,2,-1%,16
CC(=O)Cn1ncc(Br)c(Br)c1=O,u,-6%,-6,166%[activator],14%,-15%,-9,-4%,0.5
COc1cc(Cl)c(C)cc1NC(=O)c1cc(S(=O)(=O)N(C)C)ccc1N1CCCC1,-14%,-1%,-2,-18%,2%,-4%,-18,-1%,0.9
CC(Oc1ccc(Cl)cc1Cl)C(=O)OCn1nnc2ccccc2c1=O (stereo not drawn),-1%,-6%,-5,0%,1%,-5%,12,13%,-0.3
COc1ccc(/C=N/NC(=O)c2ccc(COCC(F)(F)C(F)F)cc2)cc1,1%,u,-13,-15%,x,-4%,12,-14%,-0.4
CCOc1ccc(C(=O)OCC(=O)NCc2ccco2)cc1OCC,-4%,-32%,-3,0%,-7%,-1%,x,5%,x
O=C(O)c1c[nH]c2ccc(S(=O)(=O)N3CCN(c4ccc(F)cc4)CC3)cc2c1=O,-1%,9%,-19,9%,1%,-2%,-18,9%,0.5
O=C(COC(=O)/C=C/c1ccc(OC(F)F)cc1)Nc1ccc2[nH]c(=O)[nH]c2c1,2%,-20%,2,-24%,-10%,-2%,x,4%,x
CN(CC(=O)NCCC1=CCCCC1)S(=O)(=O)c1ccc2c(c1)CCC(=O)N2,0%,-9%,-13,47%,9%,-2%,-16,-2%,0.6
CCC(C)(C)NC(=O)C(c1ccc(F)cc1)N(Cc1cccs1)C(=O)c1cnccn1 (stereo not drawn),5%,40%,-1,0%,-5%,-3%,4,-6%,1.3
Cc1ccc(-c2cc(C(=O)N3CCCCC3)c3ccccc3n2)cc1C,-9%,16%,2,-20%,14%,5%,0,-8%,-0.9
COc1ccccc1C(=O)N1CCNC(=O)C1CC(=O)Nc1ccc(Cl)cc1 (stereo not drawn),-6%,8%,-7,-8%,4%,-6%,23,-1%,-0.1
COCC(=O)N1CCC(n2nccc2NC(=O)CCOc2ccccc2)CC1,3%,-36%,-1,1%,-4%,1%,6,7%,-1.3
O=C(CCNC(=O)c1ccc(Cl)cc1)NN1C(=O)NC2(CCCCC2)C1=O,0%,3%,-7,-17%,0%,0%,x,-5%,x
CCn1c(SC)nnc1-c1ccc(S(=O)(=O)N2CCCCC2)cc1,1%,24%,-3,24%,-10%,-4%,x,0%,x
# Next part.
SMILES,Vif-A3G inh,RGS4 inh,LDHA block,ALOX12 inh,ERG-DNA inh,GRP78 ERSR act,D2 antag,Vif-APOBEC3F blk,D2 agonist
CC1(C)C(=O)Nc2ccccc2N1C(=O)COC(=O)Cn1cnc2ccccc2c1=O,-6%,12%,1,0%,-2%,-3%,-16,9%,-0.2
O=C(Nc1cccc2ncccc12)c1ccc2c(c1)OCCO2,-1%,-26%,-1,-4%,7%,0%,17,-2%,0.0
Cc1c(C)n(Cc2ccccc2)c2ccc(C(=O)NCC(C)c3ccccc3)cc12 (stereo not drawn),5%,-13%,-8,u,0%,-2%,x,5%,-0.1
Cc1ccc(NC(=O)CC2Nc3ccccc3NC2=O)cc1C (stereo not drawn),-1%,-21%,-4,46%[activator],0%,-3%,x,-6%,x
CC(=O)O[C@H]1CC[C@@]2(C)C(CCC3C2CC[C@]2(C)OC(=O)CCC32)C1 (stereo partly drawn),-4%,-18%[56.9 µM],-4,0%,-1%,-7%,-4,4%,1.8
COc1cccc(NS(=O)(=O)c2ccc3c(c2)CC(=O)N3)c1,9%,-6%,1,1%,-1%,-4%,7,2%,0.8
CN(CC(=O)Nc1ccccc1Cl)C(=O)COC(=O)c1ccc(Cl)nc1,0%,19%,-2,-1%,-3%,-5%,-10,-9%,-0.1
CCOC(=O)c1c(NC(=O)CSc2nnc(-c3ccncc3)n2Cc2ccco2)sc(C(C)=O)c1C,0%,-23%,0,9%,5%,-3%,x,-6%,x

# Compound activity as filed in PubChem BioAssay.

# A portion of the library, so the mix of outcomes need not match the whole.
